# Bioassay records from PubChem BioAssay.
# ERG Ets-DNA blk – inhibitors of human ERG Ets domain-DNA interaction; P11308; fluorescence polarization, His-ERG Ets domain / labelled DNA; Potency, µM (titrated, usually from 76.9 µM), for inactives: top-dose FP activity, negative = inhibition, most hits filed as inhibitors; 370,000 compounds, 0.028% hits; active means well fitted inhibition curve with a large enough effect in the polarisation, with a control signal flat; inconclusive means small, poorly fitted or top-dose-only effect, or effect the other way, or a change in a side signal; inactive means no such curve, though single readings can be large or run the other way; the % refers to the polarisation;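 further: polarization taken with two DNA probes labelled with fluorescein and Texas red; potency means the concentration at half of the fitted maximal effect; % of control where 0% means no effect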
#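 His-tagged ERG Ets domain (1 uM in the protein solution; 300mM KCl, 50mM Tris-HCl, 1mM EDTA, 1mM DTT, pH 7.5) received compound, then a probe mix of 5 nM fluorescein-DNA and 100nM Texas-615-DNA. Fluorescence polarization was read for both dyes.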
# Pol beta inh – blocks human DNA polymerase beta activity; 340,000 compounds, 1.3% hits; P06746; Potency, µM (doses to about 114 µM), inactives show at the highest dose activity change, negative = inhibition, most hits filed as inhibitors; Pol beta primer extension/strand displacement, fluorescence kinetic; further: potency means the concentration at half of the fitted maximal effect; on the % scale 0 is the no-effect control and ±100 the full control effect
#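 Homogeneous kinetic assay of primer extension and strand displacement by 10 nM Pol beta, preincubated 15 min at room temperature with compound before 50 nM substrate (final) was added. Read at 0 and 10 min; four-parameter Hill fit.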
# APEX1 inh – blocks human APE1 abasic DNA cleavage | P27695 | recombinant APE1, TAMRA/BHQ-2 abasic DNA cleavage fluorescence | Potency, µM (titrated, usually from 65.8 µM), without a hit: top-dose activity change, negative = inhibition, hits mostly inhibitors | 350,000 compounds, 0.35% hits | AID 2517;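 further: potency means the concentration at half of the fitted maximal effect; plate controls were vehicle for no effect and reference inhibitor for full effect; nearly all actives have a fitted effect of over 55% in size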
#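 Incision of a quenched TAMRA/BHQ-2 THF abasic-site duplex (50 nM) by 0.75 nM APE1, after 15 min compound preincubation, measured as fluorescence increase over three 60 s reads. Values normalized to buffer, DMSO and NSC13755 control wells.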
# POLK inh – blocks human DNA polymerase kappa activity; Q9UBT6; purified Pol kappa, fluorescent DNA synthesis assay, 10 min; Potency, µM (highest dose often 107 µM), for inactives: at the highest dose activity, negative = inhibition, usual class: inhibitors; 400,000 compounds, 0.53% hits; further: potency means the concentration at half of the fitted maximal effect; on the % scale 0 is the no-effect control and ±100 the full control effect
#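 Kinetic fluorescence screen: compound preincubated 15 min RT with 10 nM enzyme; 50 nM substrate (final) initiates; reads at 0/10 min.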
# 12-LOX inh – blocks human arachidonate 12S-lipoxygenase. P18054. purified 12hLO, xylenol orange hydroperoxide absorbance. Potency, µM (titrated, usually from 108 µM), for inactives: at the top dose activity change, negative = inhibition, usual class: inhibitors. 580,000 compounds, 1.1% hits. AID 1671190; further: potency means the concentration at half of the fitted maximal effect; on the % scale 0 is the no-effect control and ±100 the full control effect
#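 Hydroperoxide product was detected by ferrous iron/xylenol orange as the 573 to 405 nm absorbance ratio. Arachidonic acid at 40 uM (final) was turned over for 30 min at room temperature by 150 nM human 12hLO, pH 7.0 Hepes buffer, after 15 min compound preincubation.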
# RGS4 inh – inhibitors of human regulator of G protein signaling 4. Transcreener GDP fluorescence polarization, RGS4-accelerated GTP hydrolysis. Potency, µM (series often up to 114 µM), for inactives: top-dose activity change, negative = inhibition, hits mostly inhibitors. 390,000 compounds, 0.039% hits. AID 504845; further: potency means the concentration at half of the fitted maximal effect; on the % scale 0 is the no-effect control and ±100 the full control effect; nearly all actives have a fitted effect of over 75% in size; some results filed as inactive show a strong effect at the top dose
# Target sequence (P49798 whole entry, looked up): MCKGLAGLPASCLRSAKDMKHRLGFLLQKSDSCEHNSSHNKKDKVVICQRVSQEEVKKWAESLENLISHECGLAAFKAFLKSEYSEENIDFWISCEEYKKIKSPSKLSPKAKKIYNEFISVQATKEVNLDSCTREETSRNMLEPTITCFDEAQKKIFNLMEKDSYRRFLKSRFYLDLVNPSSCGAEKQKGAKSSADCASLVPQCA
#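 MLSMR compounds (23 nl, pin-transferred) preincubated 10 min at room temperature with a 500nM (2x) first reagent, then RGS4 at 900nM (2x) plus Transcreener GDP mix added; fluorescence polarization (620/688 nm) read before and after 90 min at 30 °C.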
# LDHA inh – inhibitors of human lactate dehydrogenase A; purified LDHA, NADH/diaphorase-resazurin fluorescence; hits give low values; 480,000 compounds, 0.15% hits; activity change, % (values are at about 110 or 230 µM); AID 1347041; P00338; in the data active means activity change below about -30%; inconclusive means mostly about -25% to -30%;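 further: plate controls were DMSO wells for no effect and wells without enzyme for full effect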
#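 Remaining NADH was detected by diaphorase (0.133 mg/mL) converting 37 µM resazurin to fluorescent resorufin, read at 0 and 20 minutes. The preceding 5-minute room-temperature reaction used 2 nM LDHA, 0.2 mM sodium pyruvate and 0.06 mM NADH at pH 7.4.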
# POLH inh – inhibitors of human DNA polymerase eta. Q9Y253. recombinant Pol eta, fluorescent DNA replication assay. Potency, µM (titrated, usually from 114 µM), for the others: at the highest dose activity change, negative = inhibition, hits mostly inhibitors. 390,000 compounds, 1.2% hits. AID 588591; further: potency means the concentration at half of the fitted maximal effect; on the % scale 0 is the no-effect control and ±100 the full control effect
# Target sequence (Q9Y253 whole entry, looked up): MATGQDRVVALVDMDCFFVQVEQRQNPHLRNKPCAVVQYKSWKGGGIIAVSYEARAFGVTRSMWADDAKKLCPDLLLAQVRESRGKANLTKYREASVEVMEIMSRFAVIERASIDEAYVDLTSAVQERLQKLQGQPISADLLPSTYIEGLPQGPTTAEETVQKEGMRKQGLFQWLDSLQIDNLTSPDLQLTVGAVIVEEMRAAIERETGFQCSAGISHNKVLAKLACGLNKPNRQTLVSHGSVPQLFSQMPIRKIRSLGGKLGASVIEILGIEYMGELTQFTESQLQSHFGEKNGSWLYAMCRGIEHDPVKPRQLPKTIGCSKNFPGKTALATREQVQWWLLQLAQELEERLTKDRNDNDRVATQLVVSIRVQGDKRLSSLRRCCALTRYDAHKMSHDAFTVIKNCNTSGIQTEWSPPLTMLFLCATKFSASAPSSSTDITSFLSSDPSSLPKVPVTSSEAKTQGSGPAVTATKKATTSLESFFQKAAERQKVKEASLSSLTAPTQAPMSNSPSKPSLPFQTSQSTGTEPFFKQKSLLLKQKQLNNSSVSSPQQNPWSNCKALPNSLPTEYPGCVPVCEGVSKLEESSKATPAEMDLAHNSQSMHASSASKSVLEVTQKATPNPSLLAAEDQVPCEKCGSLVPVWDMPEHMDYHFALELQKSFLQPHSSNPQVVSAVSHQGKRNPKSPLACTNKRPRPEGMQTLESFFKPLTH
#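 Pol eta at 10 nM preincubated with compounds 15 min at room temperature; reaction started with fluorescent substrate (50 nM final) and read kinetically at 0 and 10 min.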
# Apoferritin bind – binds horse apoferritin like a general anesthetic | apoferritin/1-aminoanthracene competitive binding, fluorescence | Potency, µM (titrated, usually from 77.5 µM), for the others: top-dose activity change, negative = displacement, hits mostly inhibitors | 350,000 compounds, 0.074% hits | AID 485281; further: potency means the concentration at half of the fitted maximal effect; on the % scale 0 is the no-effect control and ±100 the full control effect; nearly all actives have a fitted effect of over 20% in size
# Target sequence (P02791 2-175 limits assumed): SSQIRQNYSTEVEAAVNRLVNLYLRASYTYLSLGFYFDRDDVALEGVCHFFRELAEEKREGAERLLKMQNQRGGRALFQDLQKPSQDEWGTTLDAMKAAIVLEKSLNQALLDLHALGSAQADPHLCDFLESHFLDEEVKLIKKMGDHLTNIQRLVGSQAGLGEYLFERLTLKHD
#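 Concentration-response curves derived by four-parameter Hill fitting of normalized fluorescence, where compounds displaced 1-AMA from 10 uM horse apoferritin following a brief 10 min room-temperature incubation; propofol titration acted as positive control.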
# * marks the source's active call; other numbers are inactive results; ? = inconclusive; / = not tested or not shown; & = joins results of further samples; [ ] = another dose, or the depositor's remark. Unless noted, the call rests on the fitted dose curve; in most records, active means well fitted curve in the direction sought with a large enough effect; inconclusive means small, poorly fitted or top-dose-only effect, or another doubt; inactive means no such curve, though single readings can be large; an effect the other way counts as inactive or inconclusive.
1	COc1ccc(CN2C(=NC(=O)C3CCCO3)SC3CS(=O)(=O)CC32)cc1 (centres undefined)
2	CC(=O)OCc1cnc(C)c2oc(=O)c(C(=O)Nc3ccc(F)cc3C)cc12
3	Cc1ccc(C(=O)OCC(=O)Nc2ccc3c(c2)OCCO3)cc1C
4	c1ccc(CN2CCC3(CCCc4ccccc43)CC2)cc1
5	CCn1c(NCc2cc(OC)ccc2OC)nc2ccccc21
6	COc1ccc(Cl)cc1-n1c(C)cc(C(=O)OCC(=O)N2CC(=O)Nc3ccccc32)c1C
compound no.	1	2	3	4	5	6
ERG Ets-DNA blk	-1%	6%	-3%	-3%	-17%	3%
Pol beta inh	19%	38%	/	9%[57.1 µM]	6%	18%
APEX1 inh	39%[activator]	/	4%	19%&-7%	15%	-3%
POLK inh	6%	-4%[60.1 µM]	-22%	-10%[60.1 µM]	-18%	-24%
12-LOX inh	8%	-27%	3%	-2%	4%	-27%
RGS4 inh	-29%	18%	-15%	8%[56.9 µM]	17%	-5%
LDHA inh	0	2	-3	-3	-3	-6
POLH inh	-8%	-4%	2%	-5%	-12%	-18%
Apoferritin bind	-2%	-12%	/	/	-8%	1%

7	Cn1c(=O)cc(OCC(=O)Nc2ccccn2)c2ccccc21
8	COc1ccc(Br)cc1CNC(=O)CN1C(=O)CSc2ccc(S(=O)(=O)N3CCOCC3)cc21
9	CCN(CC)c1ccc(N2C(=O)/C(=C\c3cccs3)SC2=S)cc1
10	Cc1cccc(CCNS(=O)(=O)c2ccc3c(c2)CCN3C(=O)CCC(=O)O)c1
11	O=C(c1cc(-c2ccccc2Cl)nc2ccccc12)N1CCN(c2ccccn2)CC1
12	COc1cc(/C=N/Nc2nc3ccccc3s2)cc([N+](=O)[O-])c1O
compound no.	7	8	9	10	11	12
ERG Ets-DNA blk	0%	-3%	0%	-21%	6%	-10%
Pol beta inh	-2%	0%	15%	14%	/	22µM*
APEX1 inh	-4%	/	-4%	48%[activator]	-12%	7%
POLK inh	-15%	-5%[60.1 µM]	0%	-7%	-18%	-6%
12-LOX inh	?	-11%	0%	/	/	0%
RGS4 inh	15%	18%	-36%	6%	8%	0%
LDHA inh	-8	0	-4	-1	-16	-7
POLH inh	6%	9%	-10%	-12%	-12%	56µM*
Apoferritin bind	-2%	-1%	-11%	-2%	/	-11%

13	N#Cc1cccc(CN2CCC(=O)N([C@H](CO)c3ccccc3)CC2)c1
14	O=C(NNC1CC(=O)N(c2ccc(Cl)cc2)C1=O)c1ccccc1Cl (centres undefined)
15	CCN1CCN(CC(=O)Nc2sc3c(c2C#N)CCC3)CC1
16	CCCCOC(=O)c1ccc(NC(=O)C(=O)NCc2ccncc2)cc1
17	O=c1c2c(-c3ccc([N+](=O)[O-])cc3)ccnc2[nH]n1-c1ccccc1
18	O=S(=O)(Nc1nc2ccccc2nc1Nc1cccc(S(=O)(=O)N2CCCCC2)c1)c1ccccc1
compound no.	13	14	15	16	17	18
ERG Ets-DNA blk	0%	7%	13%	-17%	-6%	1%
Pol beta inh	-1%	-1%	?	41%	5%	?
APEX1 inh	4%	-3%	2%	4%	21%	-6%
POLK inh	-10%&-16%	-6%	-14%	-3%	-3%	-16%
12-LOX inh	12%	66%[activator]	-4%	-1%	25%	-17%
RGS4 inh	7%	3%	13%[11.4 µM]	-15%	1%	-17%
LDHA inh	-12	-8	-2	-7	-6	-2
POLH inh	-6%	17%	11%	-9%	-4%	89µM*
Apoferritin bind	-10%	-3%	-6%	-10%	-4%	1%

19	COc1ccc(/C=C/C(=O)OCC(=O)Nc2cc(C(N)=O)cc(C(N)=O)c2)cc1
20	Cc1ccc(CNC(=O)C2CCC(=O)N(CCc3ccccc3)C2)s1 (centres undefined)
21	Clc1cccc(OCc2nc(-c3ccncc3)no2)c1
22	COc1ccc(/C=N/NC(=O)c2ccco2)cc1COc1ccc(F)cc1
23	O=C(Cn1cc(C(=O)c2ccccc2)c(=O)c2cc3c(cc21)OCCO3)Nc1ccc(F)c(F)c1
24	O=C(NCc1ccc(F)cc1)c1ccc(S(=O)(=O)Nc2cccc(C(F)(F)F)c2)cc1
compound no.	19	20	21	22	23	24
ERG Ets-DNA blk	-6%	-1%	3%	1%	-3%	0%
Pol beta inh	53%	42%	1%	?	14%	23%
APEX1 inh	-7%	34%	4%	-31%	/	20%
POLK inh	-9%	-4%	-1%	-22%	-7%	-16%
12-LOX inh	-13%	-6%	-1%	47%	-16%	?
RGS4 inh	-2%	-5%	11%	-13%	6%	7%
LDHA inh	-1	0	-7	-17	-1	-1
POLH inh	-25%	-1%	-7%	7%	-15%	-20%
Apoferritin bind	-20%	-8%	-17%	-19%	-17%	-19%

25	CCSc1cc(C2C(C#N)=C(N)OC(C)=C2C(=O)OC)c(C)o1 (centres undefined)
26	Cc1onc(C(=O)N2CCN(c3ccccc3F)CC2)c1-c1ccccc1Cl
27	Cc1cc(NC(=O)c2cc(-c3ccc(OC(C)C)cc3)nc3ccccc23)no1
28	COc1ccc(NC(=O)Nc2cnccn2)c(OC)c1
29	O=C(NC1CCN(Cc2ccccc2)CC1)C1CCCN(c2nnc(-n3cccc3)s2)C1 (centres undefined)
30	CC(=O)N1c2ccc(Cl)cc2C2OCCC2C1c1ccco1 (centres undefined)
compound no.	25	26	27	28	29	30
ERG Ets-DNA blk	-3%	-4%	2%	0%	-19%	-2%
Pol beta inh	13%	22%	10%	43%	5%	10%
APEX1 inh	-11%	3%	2%	7%	-1%	1%
POLK inh	-10%	-14%	-23%	2%	6%	0%
12-LOX inh	?	-24%	?	-4%	16%	80%[activator]
RGS4 inh	-4%	6%	11%	11%	-16%	3%
LDHA inh	2	-3	-7	-4	3	-6
POLH inh	-3%	-15%	-5%	-21%	-4%	-13%
Apoferritin bind	6%	-8%	5%	-5%	-12%	-8%

31	COC(=O)c1cc(Cn2nc(C(=O)O)c3ccccc3c2=O)oc1C
32	Cc1cc(C)cc(NC(=O)Cc2csc(C)n2)c1
33	C=CCNC(=O)Nc1ccc(OCC)cc1
34	O=c1c2ccc(Cl)cc2[nH]c(=S)n1Cc1cccnc1
35	CC(C(=O)N1CCN(C=O)CC1)N1C(=O)c2ccccc2C1=O (centres undefined)
36	Cc1cc(=O)oc2cc(NC(=O)c3cc([N+](=O)[O-])ccc3N3CCOCC3)ccc12
compound no.	31	32	33	34	35	36
ERG Ets-DNA blk	6%	-16%	-7%	1%	-13%	23%
Pol beta inh	-5%	6%	-7%	1%	-2%	-20%
APEX1 inh	12%	/	0%	0%	-1%	-3%
POLK inh	0%	-8%	1%	-5%	-6%	-10%
12-LOX inh	15%	9%	3%	0%	0%	-6%
RGS4 inh	7%	-13%	23%	-12%	-7%[11.4 µM]	18%
LDHA inh	-7	-1	-11	-2	-6	-11
POLH inh	7%	-1%	-13%	?	-17%	-7%
Apoferritin bind	0%	-18%	-3%	-9%	-3%	-2%

# 7 entries from above, arranged by SMILES length, falling:
36	Cc1cc(=O)oc2cc(NC(=O)c3cc([N+](=O)[O-])ccc3N3CCOCC3)ccc12
27	Cc1cc(NC(=O)c2cc(-c3ccc(OC(C)C)cc3)nc3ccccc23)no1
31	COC(=O)c1cc(Cn2nc(C(=O)O)c3ccccc3c2=O)oc1C
35	CC(C(=O)N1CCN(C=O)CC1)N1C(=O)c2ccccc2C1=O (centres undefined)
34	O=c1c2ccc(Cl)cc2[nH]c(=S)n1Cc1cccnc1
32	Cc1cc(C)cc(NC(=O)Cc2csc(C)n2)c1
33	C=CCNC(=O)Nc1ccc(OCC)cc1
compound no.	36	27	31	35	34	32	33
ERG Ets-DNA blk	23%	2%	6%	-13%	1%	-16%	-7%
Pol beta inh	-20%	10%	-5%	-2%	1%	6%	-7%
APEX1 inh	-3%	2%	12%	-1%	0%	/	0%
POLK inh	-10%	-23%	0%	-6%	-5%	-8%	1%
12-LOX inh	-6%	?	15%	0%	0%	9%	3%
RGS4 inh	18%	11%	7%	-7%[11.4 µM]	-12%	-13%	23%
LDHA inh	-11	-7	-7	-6	-2	-1	-11
POLH inh	-7%	-5%	7%	-17%	?	-1%	-13%
Apoferritin bind	-2%	5%	0%	-3%	-9%	-18%	-3%

# (list continues)
37	CC(C)(C)c1ccccc1OCCOCCNCc1ccccc1
38	COc1ccccc1C(=O)Nc1ccnn1C1CCN(CC2CC=CCC2)CC1 (centres undefined)
39	O=S(=O)(Nc1cccc(-c2ccc3nncn3n2)c1)c1ccc(Cl)s1
40	COc1ccc(-c2noc(-c3ccccc3OCC(=O)Nc3ccc(C(C)=O)cc3)n2)cc1
41	CCN1CCN(c2ccc(NC(=O)c3cc(S(=O)(=O)N4CCCC4)ccc3Cl)cc2)CC1
compound no.	37	38	39	40	41
ERG Ets-DNA blk	-5%	11%	4%	-2%	30%[activator]
Pol beta inh	2%	8%	4%	15%	/
APEX1 inh	-1%	-8%	3%	/	19%
POLK inh	-6%	2%	-6%	7%	1%
12-LOX inh	-23%	-19%	?	-20%	-20%
RGS4 inh	3%	-1%	15%	-28%	-17%
LDHA inh	-13	-2	-7	-4	1
POLH inh	-11%	-6%	-3%	-9%	-22%
Apoferritin bind	8%	2%	-8%	-14%	/

# Some of the compounds tested; the hit share may differ from the screen's.
